# Source: PubChem BioAssay
# HIF activator: HIF pathway transcriptional activation; U2OS HRE-luciferase reporter, luminescence; normalized: DMSO 0%, desferrioxamine 100%; activation, % at 7.5 µM (by protocol); 0.32% of 300,000 active;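 active = mean activation of at least 10% of the iron chelator positive control signal, with at least half of replicates also reaching 10%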
# TRPC4 PAM: allosterically enhances the mouse TRPC4 cation channel. Q9QUQ5. HEK293 TRPC4beta/mu-opioid, DAMGO EC20, Fluo-4 Ca2+ flux; hits give high values. B-score at 10 µM. 0.42% of 310,000 active. AID 2227;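 active = B-score of calcium response area above 5 SD of library B-scores, with initial fluorescence ratio within 5 SD of library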;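 also: B-score of integrated fluorescence ratio over time as area under calcium response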
# Target sequence (Q9QUQ5 whole entry, looked up): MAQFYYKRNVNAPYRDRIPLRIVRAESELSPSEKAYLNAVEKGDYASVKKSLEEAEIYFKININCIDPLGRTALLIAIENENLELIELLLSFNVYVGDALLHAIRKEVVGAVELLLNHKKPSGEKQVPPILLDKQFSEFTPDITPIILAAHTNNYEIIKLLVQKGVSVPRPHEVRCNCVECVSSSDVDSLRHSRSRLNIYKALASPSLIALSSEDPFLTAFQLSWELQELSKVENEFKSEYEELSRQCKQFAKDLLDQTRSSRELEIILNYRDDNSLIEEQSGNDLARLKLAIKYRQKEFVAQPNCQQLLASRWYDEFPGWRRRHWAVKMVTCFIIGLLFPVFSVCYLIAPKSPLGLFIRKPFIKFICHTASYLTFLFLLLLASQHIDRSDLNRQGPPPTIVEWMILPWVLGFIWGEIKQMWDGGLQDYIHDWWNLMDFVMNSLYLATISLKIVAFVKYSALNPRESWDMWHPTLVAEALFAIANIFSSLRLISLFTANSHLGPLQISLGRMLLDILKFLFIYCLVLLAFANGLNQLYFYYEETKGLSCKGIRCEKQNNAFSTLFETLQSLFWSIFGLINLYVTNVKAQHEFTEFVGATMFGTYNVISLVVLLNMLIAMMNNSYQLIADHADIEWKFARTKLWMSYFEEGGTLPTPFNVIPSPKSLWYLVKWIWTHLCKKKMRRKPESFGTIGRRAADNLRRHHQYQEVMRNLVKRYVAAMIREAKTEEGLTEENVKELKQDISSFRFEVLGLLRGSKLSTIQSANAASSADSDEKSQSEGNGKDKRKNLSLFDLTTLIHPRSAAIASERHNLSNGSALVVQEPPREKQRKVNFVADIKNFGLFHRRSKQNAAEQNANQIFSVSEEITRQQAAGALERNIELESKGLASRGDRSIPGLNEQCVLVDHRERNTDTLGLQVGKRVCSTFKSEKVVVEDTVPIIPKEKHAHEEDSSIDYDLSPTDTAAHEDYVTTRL
# TRPC6 inhibitor: blocks the mouse TRPC6 cation channel; Q61143; HEK293-TRPC6, membrane potential dye, ACh-evoked depolarization; hits give low values; B-score at 10 µM; 1.1% of 310,000 active;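 active = B-score under library mean minus 3 SD, initial fluorescence not abnormally high, positive integrated signal ratio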;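 also: B-score derived from integrated fluorescence ratio over the kinetic read; more negative B-score means stronger inhibition of depolarization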
# MrgX1 antagonist: blocks BAM8-22 activation of human MrgX1 receptor. MRGX1-HEK293 calcium flux, Fluo-4, BAM8-22 antagonism; hits give low values. AID 588676. B-score at 10 µM. 1.3% of 310,000 active;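 active = calcium-response B-score plate-corrected more than 3 library SD below zero, starting fluorescence within 5 deviations, no agonist response on first addition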;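 also: peak minus trough fluorescence over baseline after final BAM8-22 challenge near maximal dose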
# TRPC4 inh: inhibitors of mouse TRPC4 channel. Q9QUQ5. B-score at 10 µM. 0.39% of 300,000 active. HEK293 TRPC4beta/mu-opioid, DAMGO-evoked Fluo4 calcium flux; hits give low values;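 active = B-score over 3 SD under the library average, no early fluorescence shift, positive overall ratio signal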
#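 System: stable TRPC4beta/mu-opioid receptor HEK293 cells; Dosing: single-point compound dosing; Measured by: Fluo4 Ca2+ flux fluorescence; Read-out basis: per-well B score of integrated baseline-normalized Fluo4 ratio.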
# MrgX1 ag: agonists of human MrgX1 receptor | B-score at 10 µM | 0.44% of 310,000 active | Q96LB2 | MrgX1-HEK293 cells, Fluo-4 calcium fluorescence, agonist mode; hits give high values;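 active = calcium response B-score plate-corrected fluorescence ratio at least 3 library SD, with starting fluorescence B-score inside 5 SD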
#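 Test system: Stable human MrgX1 HEK293 cell line | Schedule: Overnight plating before 1 h dye loading | Read-out basis: Baseline-normalised fluorescence change ratio, B-scored | Detection: Kinetic calcium dye fluorescence, Fluo-4 NW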
# PolyA inhibitor: blocks polyadenylation in yeast reporter cells; S. cerevisiae SKY197-pL101 polyadenylation reporter, beta-gal luminescence; efflux-impaired pdr1/pdr3 knockout yeast; score 100 = 6 SD above DMSO; calls only at 12 µM; 0.02% of 300,000 active; AID 1875;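 active = lowest replicate activity score at least 50, where 100 means six control SD above control mean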;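 also: yeast exposed to compound for 9 h at 30 °C; higher score means more reporter readthrough which indicates perturbed polyadenylation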
# TRPC6 activator: mouse TRPC6 channel activation | Q61143 | HEK293-TRPC6 membrane potential dye fluorescence; hits give high values | B-score at 10 µM | 0.13% of 310,000 active | AID 2550;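 active = B-score of the integrated fluorescence ratio above library mean plus 3 SD, and starting fluorescence ratio within library mean plus 5 SD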;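 also: higher score means more depolarization so channel activation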
# MrgX1 allo act: human MrgX1 positive allosteric modulation, primary screen. B-score at 10 µM. MrgX1-HEK293, Fluo-4 calcium flux, FDSS; hits give high values. Q96LB2. 0.63% of 310,000 active;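 active = plate-corrected calcium response at least 3 library SD above typical, normal starting fluorescence, not activating the receptor alone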;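 also: compound read alongside a low EC10 to EC30 dose of BAM8-22 agonist; peak minus trough fluorescence over baseline measured at the second addition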
# AI-2 QS mod: modulators of Vibrio harveyi AI-2 quorum sensing system. Vibrio harveyi JMH597 AI-2 luminescence/OD600 ratio, 9 h; hits give low values; strain lacks LuxN and CqsS sensors; 0 = neutral-control median. activity change, % at 7.5 µM. 0.4% of 300,000 active. AID 2094; in the data active = activity change below about -75%, passing the limit was not always enough;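 also: luminescence divided by OD600 gain over 9 h not by final OD600 alone; inactives centre near 13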
# TRPC4 act: activators of mouse TRPC4 channel; Q9QUQ5; HEK293 TRPC4beta/mu-opioid, Fluo4 calcium fluorescence; hits give high values; B-score at 10 µM; 0.49% of 310,000 active;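 active = B-score above 5 SD of library B-scores, and initial fluorescence ratio not above library mean plus 5 SD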;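 also: positive B-score marks a calcium rise read as TRPC4 activation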
#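 Incubation: 45 min room-temperature Fluo4 loading, 110 s read / System: HEK293 cells stably co-expressing mouse TRPC4beta and mu-opioid receptor / Signal: Fluo4 fluorescence, kinetic / Control set: buffer (low) and maximal DAMGO (high) / Measure: integrated baseline-normalised fluorescence ratio, converted to per-well B score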
# Starred values were filed as active, the others as inactive; i = inactive; x = no result given.
SMILES,HIF activator,TRPC4 PAM,TRPC6 inhibitor,MrgX1 antagonist,TRPC4 inh,MrgX1 ag,PolyA inhibitor,TRPC6 activator,MrgX1 allo act,AI-2 QS mod,TRPC4 act
COc1ccc(-c2noc(N3CCC(C(=O)NCCCN4CCCC(C)C4)CC3)n2)cc1 (stereo not given),0.7,10*,i,i,i,i,i,i,i,23,i
COc1ccc(/C=N/NC(=O)C2COc3ccccc3O2)cc1OC (stereo not given),0.3,i,i,i,i,i,i,i,i,5,150*
Cc1ccc(-c2nn3c(C)nnc3s2)cc1NC(=O)c1cccnc1,-0.3,i,-9.7*,i,i,i,i,i,i,17,i
COc1cc(OC)c(C2=NOC(C(=O)Nc3cc(C)nn3-c3ccccc3)C2)cc1Cl (stereo not given),-0.3,i,i,i,i,i,i,i,i,14,i
CCCCOC(=O)Nc1ccc(S(=O)(=O)Nc2ccc([N+](=O)[O-])cc2)cc1,-0.3,i,i,i,i,i,i,i,i,26,i
CCOC(=O)N1CCC(N2Cc3cccc(C(=O)N4CCN(c5cccc(C)c5C)CC4)c3C2=O)CC1,-0.2,i,i,i,i,i,i,i,i,17,i
CC(C)n1cc(CN2CCCC(C(=O)Nc3ccccc3Oc3cccnc3)C2)cn1 (stereo not given),-0.2,i,i,i,i,i,i,i,i,24,i
CCN(C(=O)COC(=O)c1cc(-c2ccccc2)nn1-c1ccccc1)C1CCS(=O)(=O)C1 (stereo not given),0.0,i,i,i,i,i,i,i,i,15,i
CCOC(=O)C1CCN(CC(=O)Nc2c(C(=O)OC)[nH]c3cccc(C)c23)CC1,0.2,i,i,i,i,i,i,i,i,15,i
Cc1ccc(C2(C)NC(=O)N(CCOc3ccccc3)C2=O)cc1 (stereo not given),-0.1,i,i,i,i,i,i,i,i,15,i
CCOC(=O)c1sc2ccc(S(=O)(=O)N3CCOCC3)cc2c1N,-0.2,i,i,i,i,i,i,i,i,x,i
COc1ccc(C2=NNC(c3cccs3)=Nc3ccc(OC)cc32)cc1,0.7,i,i,i,i,i,i,i,i,39,i
COc1cccc2cc(C(=O)NNC(=O)c3ccc(Br)cc3)c(=O)oc12,-0.8,i,i,i,i,i,i,i,i,21,i
C(=C\c1nc(N2CCCCCC2)c2ccccc2n1)/c1ccccc1,-0.2,i,i,i,i,i,i,i,i,36,i
CCCS(=O)(=O)N1CCC(C(=O)NCCCN(C)Cc2ccccc2)CC1,-0.6,i,i,i,i,i,i,i,i,19,i
CC(C)(CO)N=C1NS(=O)(=O)c2cc([N+](=O)[O-])ccc21,0.0,i,i,i,i,i,i,i,i,0,i
COc1ccc(CN2CN=C(Nc3nc4ccccc4s3)NC2)cc1,-0.1,i,i,-7.5*,i,i,x,i,i,18,i
Cc1ccc(-c2csc3nc4cc(C(=O)NC5CCC(O)CC5)ccc4c(=O)n23)cc1 (stereo not given),0.0,i,i,i,i,i,i,i,i,16,i
c1ccc(NC2=NCCN2CCC2CCCCC2)cc1,0.1,i,i,i,i,i,i,i,i,16,i
O=C(CCc1ccc(S(=O)(=O)NC2CCCCC2)cc1)NCc1ccc(Cl)cc1,-0.4,i,i,i,i,i,i,i,i,-2,i
CCCc1nnc(NC(=O)CS(=O)(=O)c2ccccc2)s1,0.5,i,i,i,i,i,i,i,i,19,i
COc1cc(C2N(c3ccccc3)CCN2c2ccccc2)cc(OC)c1OC,0.5,i,i,i,i,i,i,i,i,18,i
COc1ccc(C)cc1NC(=O)NNC(=O)C(C)Oc1ccc([N+](=O)[O-])cc1 (stereo not given),0.0,i,i,i,i,i,i,i,i,6,i
COc1ccc(OC)c2c(C)cc(N3CCCCCC3)nc12,-0.6,i,-6.6*,i,-5*,i,i,i,i,26,i
Cc1cc(C)n2nc(C(=O)OCC(=O)N(C)Cc3ccccc3)nc2n1,-13,i,i,i,i,i,i,i,i,-1,i
# (cont.)
SMILES,HIF activator,TRPC4 PAM,TRPC6 inhibitor,MrgX1 antagonist,TRPC4 inh,MrgX1 ag,PolyA inhibitor,TRPC6 activator,MrgX1 allo act,AI-2 QS mod,TRPC4 act
CCSc1nnc(-c2cc(Br)ccc2NC(C)=O)c(=O)[nH]1,-0.1,i,i,i,i,i,i,i,i,5,i
Cc1cc(C)n(-c2nc3c(c(=O)n(C)c(=O)n3C)n2CCO)n1,0.1,i,i,i,i,i,i,i,i,6,i
CCN1C(=O)[C@@H]2[C@H](C1=O)[C@@H]1C(=O)Nc3ccccc3C(=O)N1[C@@H]2c1cccc(OC)c1,0.0,i,i,i,i,i,i,i,i,19,i
COc1ccc(CCNC(=O)c2ccc(OCC(=O)N3CCOCC3)c(OC)c2)cc1OC,-0.2,i,i,i,i,i,i,i,i,27,i
COc1cccc(NC(=O)CN2CCN(S(=O)(=O)c3ccc(F)cc3)CC2)c1,-0.1,i,i,i,i,i,i,i,i,22,i
O=C(CCCn1c(=O)c2sccc2n(CC(=O)NCC2CCCO2)c1=O)NCc1ccco1 (stereo not given),-0.7,i,i,i,i,i,i,i,i,-10,i
CCOC(=O)C1C(=O)OC(C)(C)C1C(C)C(=O)c1ccc(OC)cc1 (stereo not given),-0.3,i,i,i,i,i,i,i,i,31,i
CN1CCC(=O)N([C@H](CN=[N+]=[N-])c2ccccc2)CC1,0.2,i,i,i,i,i,i,i,i,21,i
CCc1nnc(NC(=O)CSc2nnc(Cc3ccccc3)n2-c2ccc(OC)cc2)s1,0.0,i,i,i,i,i,i,i,i,13,i
COc1cccc(C(C(=O)NC2CCCCC2)N(C(=O)c2cccs2)c2ccc3c(c2)OCO3)c1 (stereo not given),-0.6,i,i,i,i,i,i,i,i,9,i
COCCn1c(=NC(=O)C(C)(C)C)sc2cc([N+](=O)[O-])ccc21,-0.6,i,i,i,i,i,i,i,i,3,i
O=C(Cc1c(C(=O)O)[nH]c2ccc(Cl)cc12)Nc1ccc2c(c1)OCCO2,-0.2,i,i,i,i,i,i,i,i,4,i
Cc1ccc(C2(C)NC(=O)N(Cc3c(C)noc3C)C2=O)cc1 (stereo not given),0.0,i,i,i,i,i,i,i,i,10,i
COC(=O)Nc1ccc(S(=O)(=O)n2cnc3ccccc32)cc1,0.1,i,i,i,i,i,i,i,i,33,i
Cc1ccc(C(=O)NNC(=O)CCC(=O)Nc2cc(C)on2)cc1,-0.4,i,i,i,i,i,i,i,i,-1,i
CC1S/C(=N/N=C/c2ccco2)NC1=O (stereo not given),-0.4,i,i,i,i,i,i,i,i,29,i
O=C(CCSc1ccccc1Cl)NNC(=O)c1ccncc1,-0.1,i,i,i,i,i,i,i,i,17,i
CSc1nc2c(cc1C#N)C(=O)CC(C)(C)C2,0.3,i,i,i,i,i,i,i,i,12,i
O=C(Cc1cccc2ccccc12)NCCC1=CCCCC1,-0.1,i,i,i,i,i,i,i,i,11,i
COc1ccccc1N1CCN(/N=C/c2c(C)nn(-c3ccccc3)c2C)CC1,0.1,i,i,i,i,i,i,i,i,5,i
COc1cccc(C(C(=O)NC(C)(C)C)N(C(=O)CCC(=O)Nc2cc(C)on2)C(C)C)c1OC (stereo not given),0.0,i,i,i,i,i,i,i,i,27,i
CN1CCN(C2=CC(=O)OC23CCCCC3)CC1,-0.4,i,i,i,i,i,i,i,i,15,i
O=C(N/N=C/c1cccnc1)C1CCCCC1,-0.5,i,i,i,i,i,i,i,i,8,i
Cc1ccccc1CC1(CO)CCCN(C(=O)CCC(=O)c2ccccc2)C1 (stereo not given),0.3,i,i,i,i,i,i,i,i,11,i
N=C1/C(=C\c2ccc(OC(=O)c3ccc(F)cc3)cc2)C(=O)N=C2SC(N3CCOCC3)=NN12,-0.5,i,i,i,i,i,i,i,i,22,i
# (listing goes on)
SMILES,HIF activator,TRPC4 PAM,TRPC6 inhibitor,MrgX1 antagonist,TRPC4 inh,MrgX1 ag,PolyA inhibitor,TRPC6 activator,MrgX1 allo act,AI-2 QS mod,TRPC4 act
CN1C(=O)c2oc3ccccc3c(=O)c2C1c1ccncc1 (stereo not given),-0.4,x,x,i,x,i,i,x,i,24,x
C/C(=N\N1C(=O)c2ccccc2NC1c1ccco1)c1ccccc1O (stereo not given),0.4,i,i,i,i,i,i,i,i,18,i
CCOc1ccc(NC(=O)CSc2nc(=O)n(Cc3ccccn3)c3c2CCC3)cc1,0.1,i,i,i,i,i,i,i,i,80,i
COc1cc(/C=C2\SC(=S)N(Nc3ncc(C(F)(F)F)cc3Cl)C2=O)ccc1O,-1.0,i,i,i,i,i,i,i,17*,29,i
O=S(=O)(Cc1ccccc1)Nc1ccccc1,-7.3,i,i,i,i,i,i,i,i,12,i
CCCCCCOc1ccc(N2C(=O)CC(N3CCN(CCN=CC4C(=O)CC(C)(C)CC4=O)CC3)C2=O)cc1 (stereo not given),-0.3,i,i,i,i,i,i,i,i,40,i
CC(=O)N1CCc2cc(S(=O)(=O)CCC(=O)N(C)Cc3ccco3)ccc21,-0.2,i,i,i,i,i,i,i,i,2,i
CCc1nn(-c2ccccc2)c(=S)c2ccccc12,-0.1,i,i,i,i,i,i,i,i,10,i
CCN(CC(=O)NCc1cccs1)C(=O)c1ccc(S(=O)(=O)Nc2cccc(C)c2C)cc1,-0.5,i,i,i,i,i,i,i,i,13,i
COc1ccc(NC(=S)N2CCN(c3ncccn3)CC2)cc1,0.0,i,i,i,i,i,i,i,i,9,i
CC(=O)Nc1ccc2c(c1)C(=O)N(C1CCCCC1)C2=O,-0.6,i,i,i,i,i,i,i,i,14,i
O=C(NCc1ccccc1)NCC12CC3CC(CC(C3)C1)C2,-0.3,i,i,i,i,i,i,i,i,-6,i
COc1cccc(/C=N/NC(=O)c2cc3cc([N+](=O)[O-])ccc3s2)c1O,x,i,i,i,i,i,i,i,i,36,i

# Single records (already shown). Values in the order: HIF activator | TRPC4 PAM | TRPC6 inhibitor | MrgX1 antagonist | TRPC4 inh | MrgX1 ag | PolyA inhibitor | TRPC6 activator | MrgX1 allo act | AI-2 QS mod | TRPC4 act
# Listed for COc1cccc(/C=N/NC(=O)c2cc3cc([N+](=O)[O-])ccc3s2)c1O = x | i | i | i | i | i | i | i | i | 36 | i
# Listed for CN1C(=O)c2oc3ccccc3c(=O)c2C1c1ccncc1 (stereo not given) = -0.4 | x | x | i | x | i | i | x | i | 24 | x
# Listed for CCc1nn(-c2ccccc2)c(=S)c2ccccc12 = -0.1 | i | i | i | i | i | i | i | i | 10 | i
# Listed for CCOc1ccc(NC(=O)CSc2nc(=O)n(Cc3ccccn3)c3c2CCC3)cc1 = 0.1 | i | i | i | i | i | i | i | i | 80 | i

# The list is partial (hit frequency here may not be typical).
